KB-V1 cytotox: KB-V1 MDR subline cytotoxicity; 400,000 tested, 3.4% active; KB-V1 MDR cells viability, CellTiter-Glo, 72 h; Potency, µM (highest dose often 46.1 µM), inactives show top-dose activity change, negative = cytotoxicity, most hits filed as cytotoxic; note: potency is the fitted concentration of half-maximal effect; % is set by controls: 0 for no effect and ±100 for the full control effect; nearly all actives have a fitted effect of over 60% in size
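In this primary screen, KB-V1 cells overexpressing P-gp are incubated with library compounds (lowest to highest concentration) for 72 h at 37 degrees C before a luminescent ATP viability read.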
KB-3-1 tox: KB-3-1 parental cell cytotoxicity; KB-3-1 viability, CellTiter-Glo ATP luminescence, 72 h; Potency, µM (titrated, usually from 46.1 µM), inactives show at the top dose activity change, negative = cytotoxic, usual class: cytotoxic; 400,000 tested, 1.4% active; AID 1347075; note: potency is the fitted concentration of half-maximal effect; % is set by controls: 0 for no effect and ±100 for the full control effect; nearly all actives have a fitted effect of over 60% in size
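Multi-concentration cytotoxicity screen in KB-3-1 cells grown in DMEM lacking phenol red with 10% FBS. After 72 h at 37 °C with compound, ATP-dependent luminescence was recorded.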
ATXN2 expr inh: reduces ATXN2 reporter expression in HEK-293 cells. HEK-293 ATXN2-luciferase reporter, luminescence, 24 h. Potency, µM (series often up to 57 µM), inactives show at the highest dose activity change, negative = inhibition, hits mostly inhibitors. 360,000 tested, 0.72% active. AID 1745845; note: potency is the fitted concentration of half-maximal effect; % is set by controls: 0 for no effect and ±100 for the full control effect; nearly all actives have a fitted effect of over 55% in size
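qHTS (up to 57 uM final) was run with 24 h compound exposure of reporter cells at 37 °C. Each well was multiplexed: SteadyGlo luminescence measured ATXN2-luciferase expression after a fluorogenic Gly-Phe-AFC viability readout (25 uM final).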
HT1080 IDH1KD tx: HT-1080 IDH1 knockdown cell toxicity (counter line); HT-1080 IDH1 knockdown viability, ATP luminescence, 48 h; Potency, µM (titrated, usually from 46.1 µM), for inactives: top-dose activity, negative = toxicity, most hits filed as cytotoxic; 360,000 tested, 2% active;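 note: potency is the fitted concentration of half-maximal effect; 0% = DMSO wells and -100% = cell-free medium wells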
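HT-1080-IDH1KD cells (IDH1 knocked down), 750/well in RPMI with 5% FBS, treated with compound 48 h at 37 degrees C. Viability by CellTiter-Glo luminescence, normalised to DMSO and no-cell wells; concentration-response curves classed.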
HT1080NT lethal: kills 2HG-producing HT-1080-NT fibrosarcoma cells; HT-1080-NT fibrosarcoma viability, CellTiter-Glo ATP luminescence, 48 h; Potency, µM (doses to about 46.1 µM), for inactives: at the top dose activity, negative = less viability, actives largely listed as cytotoxic; 360,000 tested, 1.6% active; AID 686970;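 note: NT is the 2HG producing partner of a matched IDH1 knockdown line; potency is the fitted concentration of half-maximal effect; 0% = DMSO-treated cells and -100% = media-only wells without cells; nearly all actives have a fitted effect of over 55% in size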
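750 cells/well, RPMI + 5% FBS; 2 h settle, compound pin-transfer, 48 h at 37 degrees C. CellTiter-Glo 10 min RT, luminescence. Normalized to DMSO and media-only wells.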
WRN helicase inh: WRN helicase (human) inhibition; AID 651768; WRN helicase unwinding, fluorescent forked duplex, kinetic; Potency, µM (titrated, usually from 114 µM), without a hit: at the top dose activity change, negative = inhibition, usual class: inhibitors; 360,000 tested, 0.46% active; Q14191; note: potency is the fitted concentration of half-maximal effect; % is set by controls: 0 for no effect and ±100 for the full control effect; nearly all actives have a fitted effect of over 55% in size
Target sequence (Q14191 whole entry, looked up): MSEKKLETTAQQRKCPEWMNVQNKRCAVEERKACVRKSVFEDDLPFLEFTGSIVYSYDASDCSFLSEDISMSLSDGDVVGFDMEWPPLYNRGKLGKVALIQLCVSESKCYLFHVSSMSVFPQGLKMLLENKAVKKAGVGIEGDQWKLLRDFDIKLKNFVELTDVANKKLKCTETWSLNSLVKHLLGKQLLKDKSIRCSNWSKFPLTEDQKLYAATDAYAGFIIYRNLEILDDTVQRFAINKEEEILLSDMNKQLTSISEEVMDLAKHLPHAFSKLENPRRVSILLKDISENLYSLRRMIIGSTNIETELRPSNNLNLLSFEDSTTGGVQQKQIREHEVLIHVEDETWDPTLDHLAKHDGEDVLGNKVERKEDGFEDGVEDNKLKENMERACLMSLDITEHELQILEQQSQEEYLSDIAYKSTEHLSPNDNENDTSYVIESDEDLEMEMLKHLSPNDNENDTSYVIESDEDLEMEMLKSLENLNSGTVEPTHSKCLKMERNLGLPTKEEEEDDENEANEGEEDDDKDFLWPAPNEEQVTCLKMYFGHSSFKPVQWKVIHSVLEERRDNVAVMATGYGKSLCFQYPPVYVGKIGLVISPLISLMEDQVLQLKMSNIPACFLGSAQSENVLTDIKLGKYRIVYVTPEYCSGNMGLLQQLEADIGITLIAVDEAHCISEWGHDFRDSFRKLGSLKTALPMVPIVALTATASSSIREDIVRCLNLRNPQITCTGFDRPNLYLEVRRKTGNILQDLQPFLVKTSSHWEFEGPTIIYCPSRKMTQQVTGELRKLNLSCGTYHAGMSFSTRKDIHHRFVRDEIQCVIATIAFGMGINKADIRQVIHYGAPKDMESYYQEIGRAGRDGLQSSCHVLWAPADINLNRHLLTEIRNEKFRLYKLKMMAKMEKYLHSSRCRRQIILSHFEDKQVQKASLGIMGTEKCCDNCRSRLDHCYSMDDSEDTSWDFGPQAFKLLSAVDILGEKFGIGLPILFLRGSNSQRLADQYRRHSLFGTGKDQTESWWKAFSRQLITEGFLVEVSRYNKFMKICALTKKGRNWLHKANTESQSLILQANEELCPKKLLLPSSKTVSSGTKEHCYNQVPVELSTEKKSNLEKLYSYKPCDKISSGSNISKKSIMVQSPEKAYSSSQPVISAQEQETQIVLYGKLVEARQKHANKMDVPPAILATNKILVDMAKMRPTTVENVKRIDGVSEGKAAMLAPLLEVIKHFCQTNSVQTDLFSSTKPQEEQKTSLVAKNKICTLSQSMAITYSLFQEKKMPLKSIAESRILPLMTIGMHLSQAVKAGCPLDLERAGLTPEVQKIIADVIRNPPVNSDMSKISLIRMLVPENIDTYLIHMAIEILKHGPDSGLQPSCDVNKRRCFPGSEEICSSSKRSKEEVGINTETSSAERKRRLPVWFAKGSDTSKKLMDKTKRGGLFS
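WRN at 20 nM final preincubated with compound 15 min at room temperature; reaction started with 100 nM fluorophore/quencher forked duplex oligonucleotide and 2 mM ATP final. Unwinding followed kinetically by red fluorescence (ex 525, em 598 nm).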
MCF10A rerep: induces DNA re-replication in MCF 10a normal breast cells; MCF 10A DNA re-replication, Hoechst nuclear intensity, 48 h; Potency, µM (highest dose often 46.1 µM), inactives show at the highest dose activity, positive = re-replication, hits mostly activators; 350,000 tested, 2.9% active; AID 624296; note: potency is the fitted concentration of half-maximal effect; % of control where 0% means no effect; nearly all actives have a fitted effect of over 50% in size
IL1B secr inh: inhibitors of inflammasome signaling (IL-1 beta secretion). activity change, % at 57.5 µM. 360,000 tested, 4.7% active. AID 743279. THP-1 LPS/ATP IL-1B secretion, AlphaLISA, 16 h; hits give low values; in the data active = activity change below about -50%; inconclusive = mostly about -30% to -49%; note: % is set by controls: 0 for no effect and ±100 for the full control effect
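THP-1 cells pretreated 1 hr with compounds (up to 57.5 uM final), then stimulated with LPS (250 ng/mL final) plus ATP (1.25 mM final); secreted IL-1B measured by AlphaLISA after 16 hr, decreased signal indicating inhibition.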
SW480 rereplic: induces DNA re-replication in SW480 colon adenocarcinoma cells | SW480 DNA re-replication, Hoechst DNA content imaging, 48 h | 340,000 tested, 1.8% active | Potency, µM (doses to about 46.1 µM), for inactives: top-dose re-replication activation, actives largely listed as activators | AID 624297; note: potency is the fitted concentration of half-maximal effect; % of control where 0% means no effect; nearly all actives have a fitted effect of over 55% in size
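Quantitative HTS format with DMSO vehicle controls; 48 hr drug incubation at 37 C, then 40 min Hoechst staining and scanning imager measurement at 405 nm excitation.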
The depositor's hits bear a star; ? = inconclusive; / = no result given; [ ] = dose if it differs, or a comment. Unless noted, calls come from the whole dose curve; as a rule, active = well fitted curve in the direction sought with a large enough effect; inconclusive = small, poorly fitted or top-dose-only effect, or another doubt; inactive = no such curve, though single readings can be large; an effect the other way counts as inactive or inconclusive.

smiles	WRN helicase inh	MCF10A rerep	ATXN2 expr inh	KB-V1 cytotox	HT1080NT lethal	KB-3-1 tox	SW480 rereplic	HT1080 IDH1KD tx	IL1B secr inh
COc1cccc(C(=O)Nc2cc(C)nn2-c2ccccc2)c1OC	-9.5%	-1.4%	-16.4%	?	-1.3%	11.5%	2.3%	-15.0%	1.0
Cc1nc(SCC(=O)N2CCCCCC2)[nH]c(=O)c1C	4.9%	0.8%	19.0%	-8.8%	3.9%	-7.0%	-3.7%	0.7%	14.9
COC(=O)CNC(=O)COC(=O)/C=C/c1ccc2ccccc2n1	2.3%	?	17.7%	3.9%	-25.4%	0.4%	?	-20.9%	-103.3*
CCOC(=O)C1=C(CNCCc2ccc(Cl)cc2)NC(=O)NC1c1cccc([N+](=O)[O-])c1 (centres undefined)	5.9%	?	-17.6%	-0.5%	-18.1%	-5.4%	20.7%	?	-65.5*
CCCCC(c1nnnn1CC1CCCO1)N1CCN(c2cccc(C)c2C)CC1 (centres undefined)	-4.5%	?	-5.5%	-0.4%	-15.7%	-11.4%	8.3%	-15.8%	-21.7
CC(=O)c1cccc(Nc2nc3ccccc3n3cnnc23)c1	?	-9.5%	11.1%	-23.3%	-0.6%	-6.4%	-1.7%	-3.6%	-29.7
CCN(CC)C(=O)/C=C/c1ccccc1	-0.4%	11.2%	15.0%	25.6%	14.6%	8.2%	-44.8%[9.22 µM]	13.2%	-22.2
CCOC(=O)c1c(C)[nH]c(C)c1S(=O)(=O)NC(C)Cc1ccco1 (centres undefined)	-7.6%	2.2%	/	-4.3%	-3.8%	-1.9%	-12.8%	2.1%	-10.0
CCc1nc(SCC(=O)Nc2ccccc2Cl)n[nH]1	-26.8%	-4.5%	-14.2%	-0.5%	4.6%	17.1%	9.2µM*	1.4%	13.2
N#Cc1ccc(S(=O)(=O)N2CCN(C(=O)C3CC(=O)N(c4ccc5c(c4)OCCO5)C3)CC2)cc1 (centres undefined)	-6.4%	-2.5%	-11.6%	8.4%	2.3%	-0.4%	-1.0%	-1.8%	11.3
CCn1cc(C(=O)NC(=S)Nc2sc3c(c2C(=O)OC)CCCCCC3)cn1	5.7%	3.1%	-36.8%	?	-9.8%	?	?	-2.3%	30.4
C=CCn1c(C(C)NC(=O)c2ccccc2C)n[nH]c1=S (centres undefined)	-15.6%	-36.3%[inhibitor]	-6.7%	10.7%	10.6%	-3.2%	-5.3%	9.0%	4.3
O=C(c1cccc([N+](=O)[O-])c1)N1CCN(C(=O)c2ccco2)CC1	-29.2%	0.0%	-27.5%[11.3 µM]	2.6%	2.2%	0.6%	-4.0%	21.4%	-0.7
C/C(=N\OCC(=O)OC(C)C(=O)Nc1ccc(C(N)=O)cc1)c1ccc2c(c1)OCO2 (centres undefined)	-31.4%	0.4%	2.4%	/	-1.8%	/	9.0%	-1.7%	0.5
Cc1nn(CC(=O)N(C)C)c(=O)c2ccccc12	5.9%	0.7%	1.5%	14.5%	0.1%	-3.7%	-13.0%	6.1%	9.4
COc1ccc(/C=N/NC(=O)c2ccc(-n3cnnn3)cc2)cc1	-7.6%	-6.2%	-1.1%	?	?	-2.1%	38.8%	?	-17.7
CCOC(=O)C1CCCN(C(=S)NC2CCCC2)C1 (centres undefined)	2.0%	0.4%	0.1%	0.0%	1.3%	7.0%	-5.6%	10.7%	42.1
COc1ccc(CNC(=O)CCCn2nc(C)n3c(cc4sccc43)c2=O)cc1	8.7%	-0.2%	-4.3%	-20.6%	22.9%	13.3%	-13.8%	12.2%	-5.0
Cc1c(NC(=O)Nc2ccc(Cl)cc2Cl)c(=O)n(-c2ccccc2)n1C	0.2%	0.5%	/	0.0%	10.4%	2.2%	-2.6%	7.7%	16.1
Cc1ccccc1S(=O)(=O)N1CCN(c2ccc3c(c2)C2CC3CCN2C(=O)OCc2ccccc2)CC1 (centres undefined)	-0.7%	/	1.6%	-5.9%	5.1%	-0.3%	/	1.0%	0.8
CCOc1ccc(CC(=O)N2CCN=C2SCc2ccc([N+](=O)[O-])cc2)cc1	-32.0%	3.0%	22.0%	?	0.0%	0.1%	6.8%	-15.5%	-96.5*
COc1ccc(N(CC(=O)NCCc2ccccc2)C(=O)CCC(=O)Nc2nccs2)cc1	-2.3%[57.1 µM]	3.0%	1.4%	2.8%	-11.2%	7.1%	59.3%	-0.4%	0.9
CN(Cc1ccon1)Cc1cn[nH]c1-c1ccc(-c2ccccc2)cc1	-2.3%	-3.2%	22.4%	-9.8%	-1.7%	-10.1%	-4.8%	-3.8%	-4.3
CCc1cc2c(=O)n(Cc3ccco3)c(SCc3c(C)noc3C)nc2s1	-28.0%	3.26µM*	22.2%	2.91µM*	?	5.8µM*	2.59µM*	14.6µM*	-5.0
Cn1c(N)c(C(=O)CSc2nc3ccccc3[nH]2)c(=O)n(C)c1=O	11.8%	-0.9%	3.7%	13.0%	6.7%	9.8%	-2.5%	0.2%	-4.9
O=C(Nc1cccc(Br)c1)c1cc(=O)c2ccccc2o1	-5.3%	?	/	-20.4%	27.2%	-1.9%	2.1%	-9.7%	8.4
CCN1CCN(CCNC(=O)c2ccc(/C=C3/Sc4ccccc4N(Cc4cccc(C)c4)C3=O)cc2)CC1	0.8%	6.51µM*	?	-17.3%	23.1µM*	?	20.6µM*	?	?
COc1ccc(CN2CCC(=O)NC2=O)cc1	1.5%	2.3%	4.0%	0.0%	3.7%	24.5%	-15.8%	0.8%	0.1
O=C(CCc1ccccn1)N1CCCC(N2CCN(c3cccc(C(F)(F)F)c3)CC2)C1 (centres undefined)	6.4%	11.7%	-23.1%	-21.7%	-2.2%	0.9%	-1.0%	1.4%	-16.2
O=C(Cn1cnc2ccccc2c1=O)c1ccc(OC(F)F)cc1	-20.3%	8.5%	43.9%[activator]	-29.1%	3.0%	15.5%	-3.7%	3.5%	-1.2
Cc1csc(=Nc2ccccc2)n1CCCN1CCCC1=O	1.7%	7.4%	41.4%[activator]	?	1.8%	-1.2%	-7.9%	8.4%	9.7
OC(CC1CC12c1ccccc1-c1ncccc12)(c1ccccc1)c1ccccc1 (centres undefined)	-13.5%	18.4%	-26.0%	?	-29.5%	-12.6%	14.8%	-29.3%	?
C/C(=N\NC(=O)c1nnn(-c2nonc2N)c1CN1CCC(C)CC1)c1ccc(Br)cc1	5.3%	/	/	-13.6%	-1.2%	1.9%	/	-0.3%	3.9
CCCn1nc(C(=O)Oc2ccc3c(C)cc(=O)oc3c2)c2ccccc2c1=O	-8.9%	-8.4%	-12.4%	-1.9%	7.0%	16.8%	-9.5%	22.0%	33.9
CCOC(=O)C1(C(F)(F)F)N=C(C(F)(F)F)Nc2cc(C)c(C)cc21 (centres undefined)	-16.5%	-4.0%	-2.9%	0.0%	-3.2%	12.3%	101.3%	-3.0%	-9.5
CC(C)c1cc(Cn2c3ccccc3c(=O)n2C(C)Cn2cc(CCCC#N)nn2)on1 (centres undefined)	-4.9%	/	/	-5.9%	1.1%	-8.2%	/	1.8%	-26.2
Cc1ncn(C23CC4CC(CC(C4)C2)C3)n1	-4.3%	0.4%	1.4%	?	15.1%	6.8%	-3.9%	22.2%	8.2
O=C(Nc1cc(C(F)(F)F)ccc1F)C1Cc2c(-c3ccccc3Oc3ccccc3)ccnc2O1 (centres undefined)	-9.5%	/	-22.2%	?	?	?	/	?	-0.9
O=C(Nc1ccc(NC(=O)c2cccs2)cc1Cl)c1ccco1	-7.8%	-5.6%	165.9%[activator]	-24.7%	-10.1%	23.3%	2.8%	-3.9%	-1.9
Cc1ccc2[nH]c3c(c2c1)SC(C)(C)CC3=O	7.6%	18.4µM*	/	2.7%	1.9%	-2.6%	?	-0.4%	21.0
O=C(NCCO)c1ccc2nc(Cc3cccc(Cl)c3)oc2c1	-1.2%	17.2%	-4.1%	-7.9%	-14.0%	5.6%	-22.5%	-5.5%	4.2
CCCCn1c(C(C)O)nc2ccccc21 (centres undefined)	5.0%	-4.8%	3.7%	20.0%	-0.7%	12.1%	-0.9%	-1.8%	9.9
COc1cc(NC(=O)c2ccccc2Cl)c(OC)cc1NC(=O)CN1CCOCC1	2.4%	4.3%	-10.9%	-6.3%	?	5.3%	-8.5%	19.1%	-73.6*
CCOC(=O)CC1C(=O)NCCN1S(=O)(=O)c1ccc(Br)cc1 (centres undefined)	-31.8%[57.1 µM]	-3.8%	-23.2%[11.3 µM]	-10.1%	12.0%	-10.5%	0.9%	4.1%	0.0
CCOC(=O)C1CCN(S(=O)(=O)c2ccc(NC(=O)OC)cc2)CC1	-1.8%	0.0%	-6.4%	-7.8%	-12.8%	-2.4%	6.2%	-13.3%	13.1

Screening results deposited in PubChem BioAssay by National Center for Advancing Translational Sciences (NCATS).
